JMJD2A Tudor inh – qHTS Assay for Inhibitors of JMJD2A-Tudor Domain. AlphaScreen JMJD2A-Tudor / H3K4me3 peptide binding. 390,000 tested, 4.4% active. Potency, µM (titrated, usually from 114 µM), for inactives: at the top dose activity change, negative = inhibition, most hits filed as inhibitors; also: % is scaled to controls: 0 for no effect and ±100 for the full control effect; nearly all actives have a fitted effect of over 50% in size
APEX1 inh – qHTS Assay for Inhibitors of the Human Apurinic/apyrimidinic Endonuclease 1 (APE1); DNA repair nuclease/redox regulator APEX1 (Homo sapiens), P27695; recombinant APE1, TAMRA/BHQ-2 abasic DNA cleavage fluorescence; Potency, µM (series often up to 65.8 µM), inactives show at the highest dose activity change, negative = inhibition, actives largely listed as inhibitors; 350,000 tested, 0.35% active; AID 2517, 2012;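 also: plate controls were vehicle for no effect and reference inhibitor for full effect; nearly all actives have a fitted effect of over 55% in size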
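Endonuclease cleavage of a quenched abasic-site DNA duplex (50 nM) by APE1 (0.75 nM) was tracked by TAMRA dequenching. Compounds were preincubated with enzyme 15 min at room temperature; data normalized to buffer-only and DMSO wells plus NSC13755 control.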
G9a block – qHTS Assay for Inhibitors of Histone Lysine Methyltransferase G9a; Histone-lysine N-methyltransferase EHMT2 (Homo sapiens), Q96KQ7; G9a H3K9 monomethylation, AlphaScreen, 2 h; Potency, µM (top dose mostly 102 µM), inactives show top-dose activity, negative = inhibition, hits mostly inhibitors; 350,000 tested, 8.8% active; AID 504332, 2011; also: % is scaled to controls: 0 for no effect and ±100 for the full control effect; nearly all actives have a fitted effect of over 75% in size
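Methyltransferase reactions run at room temperature for 2 h (20 nM enzyme, 500 nM biotin-H3K9 peptide, 20 uM SAM) after a 15 min compound preincubation; product detected by AlphaScreen beads and anti-H3K9me1 antibody.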
POLB inh – qHTS Assay for Inhibitors of DNA Polymerase Beta; Potency, µM (highest dose often 114 µM), for the others: at the highest dose activity change, negative = inhibition, hits mostly inhibitors; 340,000 tested, 1.3% active; Pol beta primer extension/strand displacement, fluorescence kinetic; also: % is scaled to controls: 0 for no effect and ±100 for the full control effect
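Homogeneous kinetic assay of primer extension and strand displacement by 10 nM Pol beta, preincubated 15 min at room temperature with compound before 50 nM substrate (final) was added. Read at 0 and 10 min; four-parameter Hill fit.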
POLK inh – qHTS for Inhibitors of Polymerase Kappa; DNA polymerase kappa (Homo sapiens), Q9UBT6; purified Pol kappa, fluorescent DNA synthesis assay, 10 min; Potency, µM (series often up to 107 µM), for inactives: at the top dose activity, negative = inhibition, most hits filed as inhibitors; 400,000 tested, 0.53% active; AID 588579, 2011; also: % is scaled to controls: 0 for no effect and ±100 for the full control effect
Target sequence (Q9UBT6 whole entry, looked up): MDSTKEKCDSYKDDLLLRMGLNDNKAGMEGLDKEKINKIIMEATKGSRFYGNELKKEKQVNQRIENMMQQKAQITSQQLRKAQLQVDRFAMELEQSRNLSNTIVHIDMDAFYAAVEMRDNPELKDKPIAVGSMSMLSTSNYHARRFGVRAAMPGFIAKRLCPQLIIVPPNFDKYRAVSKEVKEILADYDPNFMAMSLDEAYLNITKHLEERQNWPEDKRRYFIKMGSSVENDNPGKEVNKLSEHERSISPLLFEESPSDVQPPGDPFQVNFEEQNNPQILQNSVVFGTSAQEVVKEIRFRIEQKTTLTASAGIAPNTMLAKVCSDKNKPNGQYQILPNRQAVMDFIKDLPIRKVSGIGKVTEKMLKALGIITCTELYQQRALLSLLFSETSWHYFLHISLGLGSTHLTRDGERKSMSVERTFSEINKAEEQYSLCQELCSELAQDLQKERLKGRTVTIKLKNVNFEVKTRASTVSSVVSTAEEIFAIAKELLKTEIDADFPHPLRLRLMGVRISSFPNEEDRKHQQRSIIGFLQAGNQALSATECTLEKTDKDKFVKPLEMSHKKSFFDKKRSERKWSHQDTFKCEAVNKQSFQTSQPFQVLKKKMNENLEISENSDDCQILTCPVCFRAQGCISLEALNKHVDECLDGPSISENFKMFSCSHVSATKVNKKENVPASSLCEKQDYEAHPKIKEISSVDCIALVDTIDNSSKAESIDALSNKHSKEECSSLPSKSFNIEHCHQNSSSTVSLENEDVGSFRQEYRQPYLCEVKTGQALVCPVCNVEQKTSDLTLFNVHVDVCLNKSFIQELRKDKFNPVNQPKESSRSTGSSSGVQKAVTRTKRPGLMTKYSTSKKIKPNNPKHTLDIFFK
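Kinetic fluorescence readout at 0 and 10 min followed reaction start with substrate at 50 nM final. Beforehand, enzyme (10 nM Pol kappa) stood 15 min with compound at room temperature; buffer-only wells were negative controls.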
Pol eta inh – qHTS for Inhibitors of Polymerase Eta. DNA polymerase eta (Homo sapiens), Q9Y253. recombinant Pol eta, fluorescent DNA replication assay. Potency, µM (top dose mostly 114 µM), for inactives: at the highest dose activity change, negative = inhibition, usual class: inhibitors. 390,000 tested, 1.2% active; also: % is scaled to controls: 0 for no effect and ±100 for the full control effect
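Pol eta (10 nM) was preincubated with compounds for 15 min at room temperature, after which fluorescent replication substrate (50 nM final) was added to start the reaction. Fluorescence was read kinetically at 0 and 10 min.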
BAZ2B block – qHTS Assay for Inhibitors of BAZ2B; AlphaScreen BAZ2B-H3K14Ac peptide displacement; AID 504333, 2011; 360,000 tested, 4.4% active; Potency, µM (doses to about 114 µM), for the others: at the highest dose activity change, negative = inhibition, actives largely listed as inhibitors; Bromodomain adjacent to zinc finger domain protein 2B (Homo sapiens), Q9UIF8; also: % is scaled to controls: 0 for no effect and ±100 for the full control effect; nearly all actives have a fitted effect of over 60% in size
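BAZ2B (50 nM) with biotin-H3(5-23)K14Ac peptide (50 nM) in PBS pH 7.4, 0.01% Tween-20, preformed 30 min, then compound 30 min at room temperature; top concentration 110uM. AlphaScreen streptavidin donor/nickel chelate acceptor beads (10 ug/mL final), 20 min dark, signal read.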
BLM helicase inh – qHTS Assay for Inhibitors of Bloom's syndrome helicase (BLM); RecQ-like DNA helicase BLM (Homo sapiens), P54132; recombinant BLM DNA unwinding, fluorescence dequenching; Potency, µM (titrated, usually from 56.1 µM), for inactives: top-dose activity change, negative = inhibition, hits mostly inhibitors; 350,000 tested, 0.2% active; AID 2528, 2010;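 also: plate controls were vehicle for no effect and no enzyme for full effect; nearly all actives have a fitted effect of over 35% in size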
Pol iota inh – qHTS for Inhibitors of Polymerase Iota | DNA polymerase iota (Homo sapiens), Q9UNA4 | Pol iota fluorescent replication assay, 10 min | Potency, µM (titrated, usually from 115 µM), for the others: at the top dose activity, negative = inhibition, actives largely listed as inhibitors | 390,000 tested, 1% active | AID 588590, 2011
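Fluorescent replication assay read twice, at 0 min and 10 min after adding 50 nM (final) substrate. Enzyme (10 nM) and compounds were first incubated 15 min at room temperature; enzyme-free buffer wells were negative controls.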
* marks the source's active call; other numbers are inactive results; ? = inconclusive; nt = no result given; & = joins results of further samples; [ ] = dose if it differs, or a comment. Calls follow the shape of the dose curve; as a rule, active = well fitted curve in the direction sought with a large enough effect; inconclusive = small, poorly fitted or top-dose-only effect, or another doubt; inactive = no such curve, though single readings can be large; an effect the other way counts as inactive or inconclusive. Potency is read from the fitted curve at half-maximal effect. This is a subset; count on the stated rates, not on these rows.

SMILES	JMJD2A Tudor inh	APEX1 inh	G9a block	POLB inh	POLK inh	Pol eta inh	BAZ2B block	BLM helicase inh	Pol iota inh
O=C(NCc1ccc2c(c1)CCN2C(=O)c1ccncc1)c1cccc(Cl)c1	-25%	nt	-3%[59 µM]	17%	5%[60.1 µM]	-12%	-22%	-3%	45%[activator]
O=C(Nc1ccccc1)c1ccc(NCCN2C(=O)CCC2=O)c([N+](=O)[O-])c1	-11%	3%	7%	0%	-8%	8%	-36%	1%	53%[activator]
Cc1ccc(S(=O)(=O)/N=C(/Nc2ccc(F)cc2F)c2ccc(F)cc2)cc1	1%	-1%	0%[0.0925 µM]	37%	1%	1%	-5%	1%	2%
CCCCNC(=O)c1cn(CC)c2cc(N3CCN(C(=O)c4ccco4)CC3)c(F)cc2c1=O	-27%	-7%	-12%	2%	-5%	-6%	-15%	2%	19%
Clc1ccc(/C=N\Nc2ccccc2)cc1	?	1%	-5%[12.7 µM]	-1%	10%	-9%	?	-3%	13%
CCS(=O)(=O)Nc1cccc(C2=NN(S(=O)(=O)c3ccccc3)C(c3cccs3)C2)c1 (stereo not given)	-16%	-5%	41%[0.501 µM]	-22%	-16%	-14%	-26%[57.1 µM]	-6%	13%
CCOC(=O)c1c(C)[nH]c(C)c1S(=O)(=O)N(C)CC(=O)Nc1ccccc1	13%	0%	-3%	11%	1%	-16%	?	-3%	21%
O=C1CCNc2c(Cl)cc(Cl)cc21	38%[activator]	-1%	nt	7%	-6%	-12%	35%	0%	78%[activator]
O=C(Cc1cccs1)N1CCC(c2nc3c(nnn3Cc3ccc(F)cc3)c(=O)[nH]2)CC1	-22%	-7%	?	9%	-9%	5%	-11%	-8%	2%
CCC(C(=O)OCC(=O)Nc1ccc2[nH]c(=O)[nH]c2c1)c1ccccc1 (stereo not given)	-30%	8%	-7%[59 µM]	nt	-6%	0%	3%	nt	?
Cc1ccc(N2C(=O)CS(=O)(=O)C23C(=O)Nc2ccccc23)cc1C (stereo not given)	-11%	nt	16µM*	0%	4%	-20%	8%[57.1 µM]	0%	31%[activator]
CC(C)(C)Cc1nnc(NC(=O)c2cc(-c3ccccc3)nc3ccccc23)s1	-15%	6%	?	3%	-19%	-5%	2%	-6%	44%[activator]
COc1ccc(-c2coc3c(C)c4oc(=O)c(CC(=O)O)c(C)c4cc23)cc1	-18%	22%	4%	-6%	-1%	-13%	-3%	-5%	117%[activator]
Cc1cc2ncc(-c3ccc(Cl)cc3)c(N)n2n1	-11%	-5%	7%[59 µM]	-21%	3%	-14%	12%	0%	3%
Cc1cccc(NC(=S)NC(C)C(c2cccs2)N2CCN(C)CC2)c1C (stereo not given)	-21%	-1%	-30%	36%	10%	-8%	-26%	4%	10%
COc1ccc(-c2cc(C(=O)NCCc3ccc(S(N)(=O)=O)cc3)c3ccccc3n2)cc1	-1%	?	24%	7%	-3%	-4%	0%	-5%	33%[activator]
CCNc1nc(NCC)nc(OCCOC(C)=O)n1	-15%	0%	27%[59 µM]	17%	-18%	-1%	36%[activator]	-11%	3%
CCOC(=O)CCn1nc(-c2ccccc2)cc1N	-24%	-4%	6%[0.0925 µM]	2%	10%	-10%	-3%	1%	-3%
C=CCNC(=S)NNC(=O)c1ccc2c(c1)OCO2	-3%	-5%	2%	12%	-20%	-7%	7%	0%	-6%
CCOC(=O)c1cnc(-c2cccc(OC)c2)[nH]c1=O	-23%	1%	-20%[59 µM]	-10%	-9%	5%	3%	-1%	6%
O=C(O)CCCCCCCCc1cn(CCc2c[nH]c3ccccc23)nn1	-28%	10%	28µM*	-4%	-5%&-3%	17%	-38%	2%	-6%&4%
C/C(=N/NC(=O)CNC(=O)c1ccc2c(c1)OCO2)c1ccc2c(c1)CCCC2	-4%	-2%	-2%	8%	-5%	4%	nt	-7%	49%[activator]
Cc1ccn2c(CNCCCn3cccn3)c(C(=O)N3CCCCCC3)nc2c1	-11%	0%	-10%	1%	0%	-8%	-6%	-1%	24%
Cc1cc(Cl)c2oc(C(=O)N(C)CCCN3CCOCC3)c(C)c2c1	-8%	6%	nt	37%	1%	-23%	-8%	4%	10%
Cc1csc(=Nc2c(C)n(C)n(-c3ccccc3)c2=O)n1-c1ccccc1	11%	?	-4%	0%	3%	-8%	-12%	-2%	15%
CCCCCCCC(=O)OC[C@H](CO)OC(=O)CCCCCCC	nt	4%&1%	0%[59 µM]	nt	-7%[19.4 µM]	nt	nt	-1%	nt
CC(C)(C)c1cc(C(=O)NNc2cc(C(F)(F)F)ccc2Cl)n(Cc2ccccc2)n1	-10%	-3%	-3%	8%	-11%	-13%	0%	-12%	-17%[58.9 µM]
COc1ccc(CCn2c(=N)c(C(=O)N3CCN(C)CC3)cc3c(=O)n4ccccc4nc32)cc1	-23%	5%	40µM*	1%	-18%	5%	-9%	1%	2%
CC(C)[C@@H](C(=O)N[C@@H](C(=O)O)c1ccccc1)N1C(=O)N2CCc3c([nH]c4ccccc34)[C@@]2(C)C1=O	-23%	3%	16%[12.7 µM]	21%	13%	-16%	-31%	0%	8%
COc1ccc(N2C(=O)c3ccccc3NC2c2ccc(OC)c(Cn3nnc4ccccc43)c2)cc1 (stereo not given)	-21%	1%	8%[59 µM]	6%	-8%	-16%	8%	2%	-6%
CCOC(=O)c1c(C)[nH]c(C)c1S(=O)(=O)NCC(=O)NCc1ccccc1Cl	-6%	nt	2%[59 µM]	-7%	-7%	-13%	-12%	1%	?
O=C1CC(N2CCN(Cc3ccc4c(c3)OCO4)CC2)C(=O)N1c1cccc(Cl)c1 (stereo not given)	-11%	-3%	-46%[59 µM]	-2%	-4%[60.1 µM]	-7%	11%	1%	13%
Cc1ccc(NC(=O)/C(=C\c2cccc([N+](=O)[O-])c2)NC(=O)c2cccs2)cc1	7%[57.1 µM]	1%	15%	9%	-15%	-10%	-4%	-3%	1%
Cc1ccccc1CSCCC(=O)NCCC1=CCCCC1	6%	2%	5%	-3%	-5%	-20%	8%	-3%	125%[activator]
O=[N+]([O-])c1cccc(C(=S)N2CCN(c3ccccc3F)CC2)c1	?	-1%	20µM*	-1%	-6%	5%	?	-5%	38%[activator]
COc1ccc(NC(=O)NC[C@@H]2CC[C@@H](Cc3ccc(-c4ccccc4)cc3)O2)cc1	-12%	-10%	nt	nt	4%	-21%	nt	nt	?
O=C(N=c1ccn(-c2nc3ccccc3nc2NS(=O)(=O)c2ccccc2)cc1)c1ccccc1Cl	-31%	25%	3%	8%	-19%	-15%	-19%	-5%	4%
O=C(NCc1ccc2c(c1)CCN2C(=O)c1ccccc1)Nc1cc(F)ccc1F	-25%	nt	-15%[59 µM]	-19%	-10%[60.1 µM]	-20%	-3%	-14%	?
Cc1nn2c(=O)cc(COC(=O)C(c3ccccc3)c3ccccc3)nc2s1	-11%	nt	18%[59 µM]	25%	25%	-14%	-9%	0%	6%
COCCCNC(=O)CC1C[C@H](C(=O)N2CCOCC2)[C@@]2(C)c3[nH]c4ccccc4c3CCN2C1=O (stereo not given in full)	-19%	-20%	nt	nt	-5%	-1%	nt	nt	17%
Cc1ccc(NC(=O)COC(=O)CN2CSCC2=O)cc1C	2%[11.4 µM]	12%	-8%[59 µM]	0%	-7%	-16%	nt	-2%	?
COc1ccc(N2CCN(C(=S)Nc3cccc(C)c3)CC2)cc1	-15%	-1%	-1%[12.7 µM]	8%	-2%	12%	-9%	-2%	20%
Cc1cc(SCC(N)=O)nc(SCC(=O)c2ccccc2)n1	-4%[57.1 µM]	1%	28µM*	4%	-4%	-6%	2%	1%	12%
Cc1nn(C)c(C(=O)Nc2ccc(S(=O)(=O)NC34CC5CC(CC(C5)C3)C4)cc2)c1Br	-4%	-1%	?	16%	-4%	-16%	39%[activator]	-14%	-4%
O=C(CCC(=O)N1CCN(c2ccc(F)cc2)CC1)N1CCN(c2ccc(F)cc2)CC1	-15%	-8%	3%	26%	3%	-21%	?	2%	19%
COc1ccc(NC(=S)Nc2ccc(N(C)C(C)=O)cc2)cc1	-9%[57.1 µM]	8%	-26%	23%	-5%	-15%	-23%	-5%	83%[activator]
O=C(Nc1cccnc1)c1cc2cc(Br)ccc2o1	-11%	4%	-9%[0.501 µM]	?	-15%	-9%	-7%	-2%	26%
O=C1CCN(Cc2ccc([N+](=O)[O-])cc2)CCN1[C@H](CO)c1ccccc1	-11%	4%	nt	16%	-2%&-2%	-6%	6%	0%	11%&23%
COc1ccc2[nH]c(C(=O)O)c(CCN3C(=O)c4ccc(C(=O)O)cc4C3=O)c2c1	-6%	4%	?	31%	-1%	-15%	-4%	3%	90%[activator]
CCOC(=O)[C@H]1[C@H]2COc3ccccc3[C@@H]2N2C(=O)[C@@H](CO)NC(=O)[C@@]12C	-25%	-2%	11%[0.501 µM]	nt	-15%	-2%	7%	nt	1%
CC(=O)Nc1ccc(S(=O)(=O)N2CCN=C2SCc2ccc(F)cc2)cc1	7%	-16%	nt	8%	8%	-18%	-20%	-6%	-24%

Gathered by group: those above with a tert-butyl group
SMILES	JMJD2A Tudor inh	APEX1 inh	G9a block	POLB inh	POLK inh	Pol eta inh	BAZ2B block	BLM helicase inh	Pol iota inh
CC(C)(C)Cc1nnc(NC(=O)c2cc(-c3ccccc3)nc3ccccc23)s1	-15%	6%	?	3%	-19%	-5%	2%	-6%	44%[activator]
CC(C)(C)c1cc(C(=O)NNc2cc(C(F)(F)F)ccc2Cl)n(Cc2ccccc2)n1	-10%	-3%	-3%	8%	-11%	-13%	0%	-12%	-17%[58.9 µM]

Bioassay records deposited in PubChem BioAssay by National Center for Advancing Translational Sciences (NCATS).
